# From PubChem BioAssay
# All columns: NCI-60 one-dose screen, growth in % after 48 h at 10 µM unless noted; 100 = growth as untreated, 0 = no growth, -100 = all killed.
# MALME-3M – MALME-3M melanoma | 5.8% of 78,000 active | AID 1794766
# UACC-257 – UACC-257 melanoma | 4.4% of 78,000 active | AID 1794764
# SK-MEL-5 – SK-MEL-5 melanoma; 6.4% of 80,000 active; AID 1794755
# SK-MEL-2 – SK-MEL-2 melanoma; 4.7% of 77,000 active
# HS 578T – HS 578T breast cancer; 4.1% of 78,000 active; AID 1794788
# SK-MEL-28 – SK-MEL-28 melanoma; 4.1% of 81,000 active; AID 1794761
# T-47D – T-47D breast cancer. 5% of 79,000 active
# LOX IMVI – LOX IMVI melanoma; 7.4% of 79,000 active
# Starred values were filed as active, the others as inactive; / = not tested or not shown; & = joins results of further samples. How the source made its calls: active means growth percent below 10; inactive means the rest.
SMILES,MALME-3M,UACC-257,SK-MEL-5,SK-MEL-2,HS 578T,SK-MEL-28,T-47D,LOX IMVI
CCCCNC(=O)Nc1ccc(S(=O)(=O)Nc2nc(C)cc(C)n2)cc1,113,93,100,/,113,104,95,105
O=C(N/N=C/c1ccccc1O)c1cc(-c2nc3ccccc3[nH]2)nc2ccccc12,103,111,97,94,101,105,78,84
COc1ccc(C(=O)c2sc3nc(-c4ccccc4OC)ccc3c2N)cc1OC,91,87,8.5*,90,56,89,26,/
CC/C=C\C[C@@H]1C/C=C2/C(=O)C=C[C@H]2C/C=C\CCCC(=O)O1,-41*,-42*,-89*,-39*,-1.5*,-76*,10,-77*
COc1ccc(-c2c(C#N)c(-c3ccc(Cl)cc3)nc3c2c(-c2ccccc2)nn3-c2ccccc2)cc1OC,103,104,103,108,99,102,78,102
CC1COC(c2ccc(N(C)C)cc2)O1 (stereo not given),86,96,101,111,/,104,92,104
Cc1cc2ccccc2c[n+]1CCC[n+]1cc2ccccc2cc1C,/,98,99,102,95,118,101,96
O=C(O)c1cccc(C(F)(F)F)c1,113,85,100,89,101,104,112,88
COc1cc(/C=C\c2cc(OC)c(OC)c(OC)c2)cc(NC(=O)/C=C/c2cc(OC)c(OC)c(OC)c2)c1OC,49,68,-45*,47,69,48,20,35
COc1ccc(OC)c(/C=N\NC(=O)N/N=C/c2cc(OC)ccc2OC)c1,88,107,93,117,105,95,87,102
Cc1cc(C(C)(C)CC(C)(C)C)ccc1OCCOCC[N+](C)(C)Cc1ccccc1,-35*,23,-96*,-34*,-9.7*,-92*,7.1*,-93*
O=C(Nc1cccc(NC(=O)c2ccc(CCl)cc2)c1)c1ccc(CCl)cc1,103,79,79,69,93,102,86,72
CC(=O)/C(=C/n1c(=S)sc2ccccc21)C(=O)Nc1ccccc1C,88,100,85,108,89,106,87,92
O=C(c1ccccc1)N1Cc2[nH]nc(-c3ccccc3)c2[C@H]2CCCCN21,109,112,101,108,99,113,79,99
COc1ccc(CC(C#N)Cc2ccc(OC)c(OC)c2)cc1OC,102,103,98,108,89,112,95,99
COc1ccc(-c2nc(C(=O)Nc3ccccc3OC)nn2-c2cccc3ccccc23)cc1,81,97,89,68,91,89,48,78
Cc1ccc(C(=O)[C@H]2[C@H](c3ccc(O)cc3)NC(=O)N[C@@]2(O)C(F)(F)F)cc1,100,116,99,96,100,104,94,96
Nc1ccc(I)cc1Cl,113,98,102,107,93,103,99,115
COC(=O)c1ccc(O)c([N+](=O)[O-])c1,86,87,98,98,115,106,105,100
COc1ccc(C(=O)Nc2nc3ccc(OC(F)(F)F)cc3o2)cc1,110,99,95,119,106,111,91,103
Nc1ncc2c(n1)-c1cccn1CC2,106,115,97,112,100,101,/,98
CCCn1cnc2c(SCc3ccccc3Cl)nc(N)nc21,87,99,61,104,93,100,97,44
CCCC(=O)Oc1ccc([N+](=O)[O-])cc1,104,99,105,117,96,101,104,108
O=C(NCc1ccccc1Br)C1CSC2c3ccccc3C(=O)N12 (stereo not given),113,96,101,102,113,101,/,101

# Sorted by SMILES length (descending): 17 of the compounds above.
SMILES,MALME-3M,UACC-257,SK-MEL-5,SK-MEL-2,HS 578T,SK-MEL-28,T-47D,LOX IMVI
COc1cc(/C=C\c2cc(OC)c(OC)c(OC)c2)cc(NC(=O)/C=C/c2cc(OC)c(OC)c(OC)c2)c1OC,49,68,-45*,47,69,48,20,35
COc1ccc(-c2c(C#N)c(-c3ccc(Cl)cc3)nc3c2c(-c2ccccc2)nn3-c2ccccc2)cc1OC,103,104,103,108,99,102,78,102
Cc1ccc(C(=O)[C@H]2[C@H](c3ccc(O)cc3)NC(=O)N[C@@]2(O)C(F)(F)F)cc1,100,116,99,96,100,104,94,96
O=C(N/N=C/c1ccccc1O)c1cc(-c2nc3ccccc3[nH]2)nc2ccccc12,103,111,97,94,101,105,78,84
Cc1cc(C(C)(C)CC(C)(C)C)ccc1OCCOCC[N+](C)(C)Cc1ccccc1,-35*,23,-96*,-34*,-9.7*,-92*,7.1*,-93*
O=C(c1ccccc1)N1Cc2[nH]nc(-c3ccccc3)c2[C@H]2CCCCN21,109,112,101,108,99,113,79,99
O=C(Nc1cccc(NC(=O)c2ccc(CCl)cc2)c1)c1ccc(CCl)cc1,103,79,79,69,93,102,86,72
COc1ccc(OC)c(/C=N\NC(=O)N/N=C/c2cc(OC)ccc2OC)c1,88,107,93,117,105,95,87,102
COc1ccc(C(=O)c2sc3nc(-c4ccccc4OC)ccc3c2N)cc1OC,91,87,8.5*,90,56,89,26,/
CC(=O)/C(=C/n1c(=S)sc2ccccc21)C(=O)Nc1ccccc1C,88,100,85,108,89,106,87,92
COc1ccc(C(=O)Nc2nc3ccc(OC(F)(F)F)cc3o2)cc1,110,99,95,119,106,111,91,103
Cc1cc2ccccc2c[n+]1CCC[n+]1cc2ccccc2cc1C,/,98,99,102,95,118,101,96
COc1ccc(CC(C#N)Cc2ccc(OC)c(OC)c2)cc1OC,102,103,98,108,89,112,95,99
CCCn1cnc2c(SCc3ccccc3Cl)nc(N)nc21,87,99,61,104,93,100,97,44
COC(=O)c1ccc(O)c([N+](=O)[O-])c1,86,87,98,98,115,106,105,100
CCCC(=O)Oc1ccc([N+](=O)[O-])cc1,104,99,105,117,96,101,104,108
Nc1ccc(I)cc1Cl,113,98,102,107,93,103,99,115

# Further compounds follow:
SMILES,MALME-3M,UACC-257,SK-MEL-5,SK-MEL-2,HS 578T,SK-MEL-28,T-47D,LOX IMVI
O=C(O)Cn1c(O)c(C=C2N=c3ccccc3=N2)sc1=S,82,94,100,108,98,102,94,93
Cc1nn(-c2ccccc2)c2nc(C)n(CC(=O)N/N=C/c3cccc([N+](=O)[O-])c3)c(=O)c12,99,101,98,101,93,106,78,89
Cc1cc2c(-c3nc4ccccc4[nH]3)c(O)c(O)cc2c(O)c1-c1c(C)cc2c(-c3nc4ccccc4[nH]3)c(O)c(O)cc2c1O,-6.7*,-3.2*,-8.0*,7.6*,4.8*,20,-17*,-27*
CC1=C(C)C(=O)C(N2CCN(c3cccc(C)c3)CC2)=CC1=O,100,87,92,99,89,109,82,67
O=C1NC(=O)C(CSc2ccccc2)(c2ccccc2)N1 (stereo not given),/,94,93,/,106,112,93,90
C=C1/C(=C\C=C2/CCC[C@]3(C)[C@@H]([C@H](C)CCCC(C)(C)O)CC[C@@H]23)C[C@@H](OC(=O)CBr)C[C@@H]1O,-67*,99,85,100,67,94,82,-51*
COc1cc(C=NNC(=O)c2ccc3nc(-c4c(C)nn(-c5ccccc5)c4N4CCCC4)[nH]c3c2)ccc1O,101,119,94,/,/,108,76,99
N#CC(C#N)N=Nc1cc(Cl)ccc1Cl,/,92,106,86,116,109,97,109
O=C(NNc1ccc([N+](=O)[O-])cn1)Nc1ccccc1,113,114,112,116,/,106,108,94
CN1CC(c2nc3ccccc3[nH]2)CC1=O (stereo not given),98,101,96,/,110,102,91,95
Cc1cc(C)n(C(=O)c2sc(=S)n(-c3ccccc3)c2NN=C(C#N)C#N)n1,76,101,102,103,103,112,91,97
CCOc1ccccc1/C=N\N=C\c1ccccc1O,96,107,95,100,110,112,79,90
CCCCOB(OCCCC)OCCCC,101,93,98,105,119,115,/,93
O=S(=O)(CSc1ccccc1)c1ccccc1,118,121,108,109,127,107,112,/
O=C(O)c1cccc2c1C(=O)N(c1ccc3c(c1)Cc1ccccc1-3)C2=O,/,109,110,99,112,110,106,/
Oc1ccc(/C=C/c2ccccc2)cc1,72&98,88&100,56&56,99&98,87,100&97,92&97,69&56
Nc1ccc(Cc2ccc([N+](=O)[O-])cc2)cc1,/,112,101,93,107,106,103,93
CC(=O)c1ccc(NC(=O)Cn2c(NC3=NS(=O)(=O)c4ccccc43)nc3c2c(=O)n(C)c(=O)n3C)cc1,101,113,100,105,97,107,104,96
Cc1cc(C#Cc2ccc(C(C)(C)C)cc2)ccc1-n1c(/C=C/c2cccc(O)c2)nc2ccccc2c1=O,80,84,75,84,/,110,69,51
C/C(=N/NC(=O)c1cc2ccccc2oc1=N)c1ccc(Cl)cc1,105,116,112,104,113,112,98,103
CC(C)(C)C(=O)O[C@@H]1[C@H](OC(=O)C(C)(C)C)[C@@H](CO)O[C@H]1n1c(=O)cc(N)[nH]c1=O,100,96,96,115,105,97,96,97
C#Cc1cc(C(=O)Nc2ccc(CN3CCN(C)CC3)c(C(F)(F)F)c2)ccc1C,24,-33*,16,91,65,19,79,31
COc1cc(-c2nn(C(=O)NCCN3CCN(C)CC3)cc2-c2ccncc2)ccc1Cl,78,86,62,89,77,68,62,86
O=C(Cc1ccccc1[N+](=O)[O-])NCC(=O)c1ccc2c(c1)OCO2,102,106,99,111,118,115,92,100
c1ccc(CSc2nnc(-c3ccncc3)o2)cc1,122,102,106,104,106,105,/,/
CCOC(=O)c1cc(-c2ccc(Cl)cc2)[nH]c1NNC(=O)Cc1ccc(OC)cc1,101,91,98,102,87,109,95,81
O=C(O)c1ccc(N2C(=O)/C(=C3\SC(=S)N(c4ccc(C(=O)O)cc4)C3=O)SC2=S)cc1,111,93,101,110,89,100,99,100
COc1ccc(C2CC(c3ccc(Nc4nc(Nc5ccccc5)nc(Nc5ccccc5)n4)cc3)=NN2C(C)=O)cc1 (stereo not given),110,88,84,69,102,109,73,103
CCC(=O)Nc1ccccc1Cl,112,98,99,112,110,109,103,107
COc1ccc(N2CCN(C(=O)C(C)c3ccc(NS(=O)(=O)c4ccccc4)cc3)CC2)cc1 (stereo not given),96,102,88,99,106,112,95,94
COC(=O)c1nc(-c2ccccc2)oc1S(=O)(=O)NCC(c1ccc(Cl)cc1)N1CCOCC1 (stereo not given),77,87,86,81,86,94,54,49
COc1ccccc1N1CCN(Cc2c[nH]c3ncnc(OC)c23)CC1,108,97,99,111,99,97,97,86
COC/C=C(/COC)OC,/,105,109,/,111,120,110,98
O=S(=O)(Nc1ccc2c(c1)OC(F)(F)O2)c1ccc(-c2cnc(C3CC3)o2)cc1,50,59,38,41,41,58,32,38
COC1OC(=O)c2ccccc21 (stereo not given),113,93,99,104,99,104,100,100
CSc1ccccc1Nc1nc(N)nc(C(Cl)(Cl)Cl)n1,106,108,84,105,79,101,75,88
O=c1oc(NCn2c(=O)[nH]c3ccccc3c2=O)nc2ccccc12,102,104,103,112,103,117,103,96
C=C(C)[C@@H]1CC[C@]2(C)CC[C@]3(C)[C@H](CC[C@@H]4[C@@]5(C)CCCNC(C)(C)[C@@H]5CC[C@]43C)[C@@H]12,89,107,98,119,101,105,76,/
CCN1CCN(CCCNc2nccc(-c3c(-c4ccc(F)c(O)c4)nc4sccn34)n2)S1(=O)=O,66,91,105,104,110,76,115,94
CC(C)(C)NCC(O)COc1cccc2c1CCC(=O)N2 (stereo not given),99,116,102,98,104,117,100,109
COc1ccc(-c2cc(-c3ccccc3)nc3nc(N)nn23)cc1,132,122,98,107,111,116,91,103
ClC1c2ccccc2CCc2ccccc21,91,89,97,88,/,112,75,94
Cc1cc2cc3n(c2nn1)N=C(Cl)CC3,89,69,58,106,107,106,98,52
COc1ccc(C(=NNS(=O)(=O)c2ccc(C)cc2)c2ccccc2)cc1OC,88,97,98,101,104,108,90,106
N=C1N=C(SCc2nc3ccccc3[nH]2)NC(=O)/C1=C/c1ccccc1,97,107,101,111,103,112,111,93
CCCCCCC/C=C/C1CC(=O)OC1=O (stereo not given),122,114,110,109,98,106,97,104
O=C(/C=C/c1ccccc1)c1c[nH]c2ccccc12,93,109,82,127,98,109,86,96
CCOC(=O)C(CC(=O)O)=C(C(=O)OCC)C(=O)OCC,121,100,/,128,107,101,100,106
COc1ccc(NCc2nnc(-c3ccc(OC)cc3)o2)cc1,102,/,98,88,96,111,72,93
